STK33 kinase inh – inhibitors of purified STK33 kinase, primary screen, biochemical, ADP-Glo luminescence, homogeneous, cell-free | 320,000 compounds, 0.073% hits | inhibition, % at 10 µM | MBP phosphorylation | AID 2661, 2010;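 active = inhibition at or above 25%, using the most active replicate where run in duplicate; inactive = inhibition below 25%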
Target sequence (Q9BYT3 whole entry, looked up): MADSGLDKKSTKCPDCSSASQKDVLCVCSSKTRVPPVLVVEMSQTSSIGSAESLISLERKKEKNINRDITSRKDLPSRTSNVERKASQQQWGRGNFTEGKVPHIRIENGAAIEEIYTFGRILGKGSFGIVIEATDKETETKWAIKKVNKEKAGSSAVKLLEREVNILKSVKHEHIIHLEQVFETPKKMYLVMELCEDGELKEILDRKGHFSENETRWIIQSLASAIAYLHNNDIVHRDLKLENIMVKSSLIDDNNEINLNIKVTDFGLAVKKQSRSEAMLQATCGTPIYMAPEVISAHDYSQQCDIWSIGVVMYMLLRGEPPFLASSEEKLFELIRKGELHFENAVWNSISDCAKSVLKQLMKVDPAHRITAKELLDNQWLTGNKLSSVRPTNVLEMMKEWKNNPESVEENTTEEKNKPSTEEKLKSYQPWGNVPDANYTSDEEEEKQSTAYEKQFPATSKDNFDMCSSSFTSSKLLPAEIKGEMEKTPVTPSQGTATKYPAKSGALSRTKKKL
CHT block – inhibitors of human choline transporter CHT | 310,000 compounds, 0.86% hits | CHT-expressing cells, membrane potential dye, choline response; stronger effect = lower value | B-score at 10 µM;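 active = B-score over 3 SD under the library average, and starting fluorescence ratio not unusually high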;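 also: choline stimulus applied at its EC90 after an EC20 pre-addition; B-score computed on integrated fluorescence ratio after choline addition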
CHT allo act – CHT positive allosteric modulators, primary screen, cell-based, membrane potential dye, choline EC20. High affinity choline transporter 1 (Homo sapiens), Q9GZV3. CHT-expressing cells; stronger effect = higher value; LV-AA mutant CHT in HEK293 cells. B-score at 10 µM. 310,000 compounds, 0.49% hits. AID 488977, 2010;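 active = initial fluorescence not abnormally high and integrated response B-score, plate-corrected, over 3 SD above library mean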
* hit, by the source's call; i = inactive; · = no result given. This is a random part of the collection (roughly 1.5% active in at least one column).

no.	Compound	CHT block	CHT allo act	STK33 kinase inh
1	c1ccc(Cn2nnc3c(N4CCc5ccccc54)ncnc32)cc1	i	i	-2.4
2	O=C(NCCCn1ccnc1)c1cc2c(ccc3ccccc32)o1	i	i	-0.2
3	Cc1cc(=O)[nH]c(COc2ccccc2)n1	i	i	-3.9
4	COc1ccc(S(=O)(=O)NNC(=O)C2COc3ccccc3O2)cc1[N+](=O)[O-] (stereo not given)	i	i	-0.6
5	Cc1nnc(SC/C=C/c2ccccc2)n(N)c1=O	i	i	-0.1
6	CSCCC(NS(=O)(=O)c1ccccc1F)C(=O)N1CCCCCCC1 (stereo not given)	i	i	0.0
7	CC(C)(O)C#Cc1ccc(C(=O)NC2CCCCC2)s1	i	i	-0.6
8	CC1(C)O[C@@H]2C[C@H]3[C@@H]4CCC5=CC(=O)C=C[C@]5(C)[C@@]4(F)[C@@H](O)C[C@]3(C)[C@]2(C(=O)CO)O1	i	i	0.4
9	CC(=O)OC(/C(O)=C(\C#N)c1nc2ccccc2[nH]1)c1ccccc1 (stereo not given)	i	i	-1.6
10	COc1ccc(/C=N/NC(=O)C(C)N(c2ccc(OC)cc2)S(C)(=O)=O)cc1 (stereo not given)	i	i	-0.1
11	CC(=O)c1ccc(NC(=O)CSC(C)C)cc1	i	i	-2.5
12	Nc1c(C(=O)c2ccccc2)oc2ccc(Br)cc12	i	i	-0.8
13	O=C(NCc1ccccc1)C1CC(=O)N(c2ccc(OCC(=O)N3CCOCC3)cc2)C1 (stereo not given)	i	i	0.2
14	CCC(=O)N/N=c1/sc2ccccc2n1C	i	i	0.2
15	O=C(O)CC(NCc1ccco1)C(=O)OCCc1ccccc1 (stereo not given)	i	i	-0.5
16	CC(=O)NC1C(OCc2ccccc2)OC2COC(c3ccccc3)OC2C1OCC(=O)O (stereo not given)	i	i	-1.0
17	CC(C)(C)c1sc(N)nc1-c1ccccc1	i	i	-1.2
18	COCCNC(=O)C1CCC(CNS(=O)(=O)c2ccc(F)cc2)CC1 (stereo not given)	i	i	-0.7
19	CNc1ccc([N+](=O)[O-])cc1C(=O)O	i	i	-0.5
20	O=c1[nH]c2ccc(S(=O)(=O)N3CCN(c4ccc(F)cc4)CC3)cc2o1	i	i	-0.7

The last six compounds of the section above are carried over, then new ones follow.
no.	Compound	CHT block	CHT allo act	STK33 kinase inh
15	O=C(O)CC(NCc1ccco1)C(=O)OCCc1ccccc1 (stereo not given)	i	i	-0.5
16	CC(=O)NC1C(OCc2ccccc2)OC2COC(c3ccccc3)OC2C1OCC(=O)O (stereo not given)	i	i	-1.0
17	CC(C)(C)c1sc(N)nc1-c1ccccc1	i	i	-1.2
18	COCCNC(=O)C1CCC(CNS(=O)(=O)c2ccc(F)cc2)CC1 (stereo not given)	i	i	-0.7
19	CNc1ccc([N+](=O)[O-])cc1C(=O)O	i	i	-0.5
20	O=c1[nH]c2ccc(S(=O)(=O)N3CCN(c4ccc(F)cc4)CC3)cc2o1	i	i	-0.7
21	CCOC(=O)c1ccc(NC(=O)CCc2nc(-c3ccccc3)no2)cc1	i	i	-0.9
22	O=C(O)C1Cc2ccccc2CN1C(=O)c1ccccc1 (stereo not given)	i	i	-1.3
23	CCCC(C)NC(=O)c1nc(-c2ccccc2)n(-c2ccccc2)n1 (stereo not given)	i	i	·
24	O=C(CN1CCN(S(=O)(=O)c2ccccc2[N+](=O)[O-])CC1)Nc1ccc(N2CCOCC2)cc1	i	i	1.0
25	O=C(c1cc(COc2ccc(-n3cncn3)cc2)on1)N1CCCC1	i	i	0.4
26	NC(=O)Cn1cc(/C=N\NS(=O)(=O)c2cccc([N+](=O)[O-])c2)c2ccccc21	i	i	-0.8
27	Cn1nnnc1SCC(=O)Nc1cccc([N+](=O)[O-])c1	i	i	-0.6
28	Cc1cc(C)nc(SC(C)C(=O)O)n1 (stereo not given)	i	i	-0.5
29	Cc1ccc(S(=O)(=O)N(CC(=O)N/N=C/c2cccc(C)c2)c2cccc3cccnc23)cc1	i	i	-1.5
30	CC(=O)C(c1ccccc1)C(c1ccccc1)C(C)[N+](=O)[O-] (stereo not given)	i	i	·
31	Cc1ccc2nc(NC(=O)C3CCCN(S(=O)(=O)c4cccc5nonc45)C3)sc2c1 (stereo not given)	i	i	0.5
32	COc1ccc(NC(=O)c2cc(C)nc3ccccc23)c(OC)c1	i	i	-1.5
33	CCOc1ccc(S(=O)(=O)N2CCCC(C(=O)NCCN3CCOCC3)C2)cc1Cl (stereo not given)	i	i	-1.5
34	COc1ccc(NC(=O)NNC(=O)C(C)Oc2ccc(C(C)C)cc2)c(OC)c1 (stereo not given)	i	i	-2.4
35	COC(=O)c1ccccc1NC(=O)Cn1cnc2ccc(S(=O)(=O)N3CCC(C)CC3)cc2c1=O	i	i	-1.8
36	Cc1ccc(-c2nn(-c3ccccc3)cc2CNCc2ccccc2)cc1	i	i	0.3
37	CCC1=C(OC(=O)N(CC)CC)N2C(=O)OC(=NCC3CC3)[C@]2(Cc2ccccc2)[C@H]2C1=CC[C@H]1C(=O)N(CC)C(=O)[C@H]12	i	i	0.5
38	COc1ccc(-n2c(=S)[nH]c3ncccc3c2=O)cc1	i	i	-1.8
39	CC(=O)Nc1ccc(S(=O)(=O)/N=C2\SCCN2S(=O)(=O)c2ccc(NC(C)=O)cc2)cc1	i	i	-1.4
40	CC(C)=CCCC(C)CN1CCC(n2nccc2NC(=O)c2ccc3c(c2)OCO3)CC1 (stereo not given)	i	i	-2.3

Record cards, as listed above:
NC(=O)Cn1cc(/C=N\NS(=O)(=O)c2cccc([N+](=O)[O-])c2)c2ccccc21 is listed with CHT block: i; CHT allo act: i; STK33 kinase inh: -0.8
CC(=O)C(c1ccccc1)C(c1ccccc1)C(C)[N+](=O)[O-] (stereo not given) is listed with CHT block: i; CHT allo act: i; STK33 kinase inh: ·
CC(=O)Nc1ccc(S(=O)(=O)/N=C2\SCCN2S(=O)(=O)c2ccc(NC(C)=O)cc2)cc1 is listed with CHT block: i; CHT allo act: i; STK33 kinase inh: -1.4

(cont.)
no.	Compound	CHT block	CHT allo act	STK33 kinase inh
41	COC(=O)c1ccc(CN2[C@H](C(=O)OC)C[C@@]3(O)[C@@H](O)[C@@H](O)[C@@H](O)C[C@@H]23)cc1	i	i	-1.2
42	CCC1S/C(=N/N=C/c2ccco2)N(Cc2ccccc2C)C1=O (stereo not given)	i	i	-2.7
43	COc1ccccc1N1CCN(C(=O)CNC(=O)c2cn(-c3ccccc3OC)c(=O)c3ccccc23)CC1	i	i	-0.3
44	COC(=O)CN1C(=S)N(c2ccc(F)cc2)C(=O)C1CC(=O)Nc1ccc(OC)cc1 (stereo not given)	i	i	-0.4
45	CCN1C(=O)C(CC(=O)Nc2ccc(OC)cc2)N(CCCN2CCN(c3ccc(F)cc3)CC2)C1=S (stereo not given)	i	i	-0.5
46	CC1=C(C(=O)Nc2ccc(C(=O)NCCC(C)C)cc2)SCCO1	i	i	-0.4
47	Cc1ccccc1-c1nc(S(=O)(=O)c2ccc(Br)cc2)c(NCc2cccnc2)o1	i	i	0.5
48	COc1ccc(CCn2c(C)cc(C(=O)CSc3nnnn3-c3ccccc3)c2C)cc1OC	i	i	-2.5
49	COC(=O)CSc1nnc([C@H](CC(C)C)NC(=O)OC(C)(C)C)o1	i	i	1.2
50	CCOC(=O)c1c(CN2CCOCC2)n(-c2ccccc2)c2cc(Br)c(O)cc12	i	i	0.4
51	COCCNC(=O)C1CC(=O)N(C2CCCC2)C1 (stereo not given)	i	i	-0.9
52	CCS(=O)(=O)N1CCN(S(=O)(=O)c2ccc(S(=O)(=O)NC3CC3)cc2)CC1	i	i	1.2
53	N/C(=N\OC(=O)c1ccc(Br)cc1)c1cccc([N+](=O)[O-])c1	i	i	0.7
54	O=C(/C=C/Nc1ccccc1C(=O)O)c1cccs1	i	i	-1.9
55	Cc1noc(C)c1COC(=O)c1ccc(-c2nc3ccccc3s2)s1	i	i	-1.0
56	COc1ccc(-c2nnc(SCCOc3cccc(C)c3)n2N)cc1	i	i	-0.3
57	CN(Cc1ccccc1)C(=O)Cn1cccc1C(=O)c1ccccc1	i	i	-0.8
58	COc1cccc(C(=O)NCCNC(=O)c2ccccn2)c1	i	i	-0.1
59	CCOC(=O)c1c(-c2ccccc2)csc1NC(=S)NC(=O)c1ccccc1	i	i	-2.9
60	C/C(=N\NC(=O)c1cccc([N+](=O)[O-])c1)c1cccs1	i	i	-0.5

no.	Compound	CHT block	CHT allo act	STK33 kinase inh
61	CCCCNC(=O)Nc1cc(C)on1	i	i	-0.6
62	COc1ccc(C(C#N)c2ccc(Cl)nn2)cc1 (stereo not given)	i	i	-2.6
63	CC1Sc2ccc(S(=O)(=O)CCC(=O)N3CCN(c4cccc(Cl)c4)CC3)cc2NC1=O (stereo not given)	i	i	-0.5
64	Cc1cccnc1NC1(C(F)(F)F)N=C2SCCN2C1=O (stereo not given)	i	i	-2.3
65	COc1ccccc1C(=O)NC(=O)CSc1nnc(C)s1	i	i	-3.8
66	Cc1ccc(-n2c(=S)[nH]c3c(oc4ccccc43)c2=O)cc1C	i	i	-2.1
67	Cc1cc(NS(=O)(=O)c2ccc(NC(=O)c3cc4cc(Br)ccc4oc3=O)cc2)no1	i	i	1.3
68	CCCCN(C)CCCNC(=O)c1ccc(N2CCCC2=O)cc1	i	i	-0.2
69	CC(C)CCOP(=O)(c1ccc(N(C)C)cc1)C(O)c1ccc(C(C)C)cc1 (stereo not given)	i	i	-0.8
70	O=C(/C=C/c1ccccc1)NC(NC(=S)Nc1cc(Cl)ccc1Cl)C(Cl)(Cl)Cl (stereo not given)	i	i	0.7
71	COc1cc(C2C=C(Nc3ccccc3)C(=O)N2c2ccccc2)ccc1O (stereo not given)	i	i	0.6
72	CC(C)(C)N(Cc1ccccc1)C(=O)COC(=O)c1cccc([N+](=O)[O-])c1	i	i	-2.6
73	COc1ccccc1NC(=O)CSc1nc2nc(C)cc(C)c2c(=O)[nH]1	i	i	1.2
74	CCN(Cc1cc(OC)c(OC)c(OC)c1)C(=S)Nc1cccc(SC)c1	i	i	-1.0
75	CCC(=O)c1ccccc1OCCN1CCN(CC)CC1	i	i	-1.9
76	CC(=O)NC(=S)Nc1ccc(NC(=O)c2cccnc2Cl)cc1	i	i	-0.6
77	COc1cc(OC)cc(C(=O)N[C@H](C(=O)OCc2cc(=O)oc3cc(C)ccc23)C(C)C)c1	i	i	-1.9
78	Cn1c(=O)c2c(ncn2Cc2nnc(N)s2)n(C)c1=O	i	i	-0.8
79	CC(C)CCn1c(O)c(N=NC(=O)c2ccco2)c2ccccc21	i	i	-1.4
80	CCC(O)C1CCN(Cc2cn(Cc3ccccc3)nc2-c2cc3ccccc3o2)CC1 (stereo not given)	i	i	0.1

no.	Compound	CHT block	CHT allo act	STK33 kinase inh
81	CCCc1[nH]n(-c2ccc([N+](=O)[O-])cc2)c(=O)c1C=NCCc1c[nH]c2ccccc12	i	i	-17.2
82	Cc1cc(OCC(O)CN2CCN(CCO)CC2)ccc1C(C)C (stereo not given)	i	i	0.8
83	CC1CCCC(C)N1C(=O)Cc1ccccc1 (stereo not given)	i	i	-0.6
84	COc1ccc(CNC(=O)CCS(=O)(=O)c2ccc3c(c2)NC(=O)C(C)S3)cc1 (stereo not given)	i	i	-0.1
85	CC(CNC(=O)CCc1nnc2ccc(N3CCC4(CC3)OCCO4)nn12)c1ccccc1 (stereo not given)	i	i	0.4
86	CC1(C)CC(C)(O)N(Cc2ccccc2)C(=S)N1 (stereo not given)	i	i	-1.6
87	O=[N+]([O-])c1ccccc1N(CC1CO1)S(=O)(=O)c1ccccc1 (stereo not given)	i	i	-1.4
88	CC1(C)CC(=O)C2=C(C1)Nc1ccccc1NC2c1ccc([N+](=O)[O-])cc1 (stereo not given)	i	i	0.0
89	COc1cccc(C=NCCCN=Cc2cccc(OC)c2O)c1O	i	i	-1.7
90	COc1ccc(C(=O)C2CCCN(C(=O)c3n[nH]c4c3CCCC4)C2)cc1OC (stereo not given)	i	i	-1.7
91	COc1ccc(NC(=O)c2ccc3c(c2)C(=O)N(Cc2cccnc2)C3=O)c(OC)c1	i	i	-1.7
92	CC(C)(C)N(Cc1ccccc1)C(=O)c1ccncc1	i	i	-0.4
93	Cc1ccc(-c2nc(NCc3ccco3)n(S(C)(=O)=O)n2)cc1	i	i	2.3
94	CCOc1ccc(-c2nnc(-c3snc(-c4ccc(F)cc4)c3N=CN(C)C)o2)cc1	i	i	-0.4
95	Cc1nc2ccc(NC(=S)NC3CCCCC3)cc2nc1C	i	i	0.3
96	COc1ccc(Cl)cc1C(=O)CSc1nnnn1C1CCCCC1	i	i	0.6
97	C[C@@H](NC(=O)OC(C)(C)C)C(=O)NCC1CCC(C(=O)N[C@@H](Cc2ccccc2)C(=O)O)CC1 (stereo not given in full)	i	i	-2.0
98	CN(CC(=O)Nc1cccc(F)c1)C(=O)CSc1ccc(Br)cc1	i	i	-1.0
99	N#CC12CCCCC1CC1CCCCC1(C#N)N2Cc1cccnc1 (stereo not given)	i	i	-0.1
100	c1ccc(-c2ccn3nnnc3n2)cc1	i	i	-1.5
101	O=C(O)c1ccc(S(=O)(=O)NC2CCCCC2)cc1	i	i	0.0

Source: PubChem
